# Assay outcomes from PubChem.
# TAG inh: inhibitors of triacylglycerol accumulation, primary screen, cell-based, uHTS, fluorescence, H9c2. 230,000 tested, 0.66% active. inhibition, % at 12.5 µM. H9c2 cells, Nile Red lipid (TAG) fluorescence; cells loaded with 200 µM oleic acid;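 active = pattern-corrected inhibition of lipid staining of at least 50% with the nuclear-stain viability signal not falling by more than 50%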;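 note: 0% = DMSO wells and 100% = triacsin C control wells; some results filed as inactive read as strong as hits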
# TAG inh DAPI viability: also measured in TAG inh; calls as there; DAPI nuclei signal change (viability), lower = more cytotoxic, %;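 whole-well DAPI fluorescence read on a plate reader as a viability signal; minus 50 percent equals half of cells still viable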
# * hit, by the source's call.
SMILES,TAG inh,TAG inh DAPI viability
COc1ccc(C(=O)N2CCC(n3c(C)nc4cc(F)ccc43)CC2)cc1,-5,5
CCOC(=O)C1=C(C)NC(=O)NC1c1c(C)nn(-c2ccccc2)c1Cl (stereo unspecified),-6,4
COC(=O)c1ccc(COC(=O)C2CCN(S(=O)(=O)c3c(Cl)cccc3Cl)CC2)o1,-16,1
O=C(NCC(c1ccco1)N1CCCC1)c1cccc(S(=O)(=O)Nc2ccc(F)cc2)c1 (stereo unspecified),-4,-2
CCN(CC)Cc1c(C(=O)OC(C)C)nnn1-c1nonc1N,19,-11
COc1ccc(C(=O)c2ccc(OC)c3cccc(O)c23)cc1OC,4,4
Cc1ccc2oc(-c3cccc(NC(=S)NC(=O)/C=C/c4ccco4)c3)nc2c1,-11,-11
COc1ccc(N2CCN(Cc3cc(=O)oc4ccc5ccccc5c34)CC2)cc1,8,5
O=C(C1CCN(C2CCN(C/C(Cl)=C/c3ccccc3)CC2)CC1)N1CCOCC1,-12,4
COc1ccc(CCNC(=O)CN2c3cccc4cccc(c34)S2(=O)=O)cc1,23,-1
O=C(NCc1ccc(F)cc1)c1ccc[nH]1,20,2
COc1ccc(Nc2nccc3c2ncn3C)cc1,2,4
Cc1cccc(NC(=O)C2CCN(S(=O)(=O)c3cccc4cccnc34)CC2)n1,-8,-11
CC(=O)c1sc(Nc2cccc3ccccc23)nc1C,16,3
Cc1ccc(NC(=O)c2cccs2)cc1[N+](=O)[O-],1,2
COc1ccc(-c2coc3cc(O[C@@H]4O[C@H](CO)[C@@H](O)[C@H](O)[C@H]4O)c(OC)cc3c2=O)cc1,-6,-5
CC1(Cc2cc(Cl)ccc2C(F)(F)F)C(=O)Nc2cc(F)ccc21 (stereo unspecified),-21,3
Cc1sc(NC(=O)c2ccccc2)c(C(c2ccccn2)N2CCN(CCO)CC2)c1C (stereo unspecified),8,37
O=C(O)CCCCCNc1ccc2nsnc2c1[N+](=O)[O-],0,-1
CNc1nc(C)c(C(=O)c2ccc(Cl)cc2)s1,7,-9
COc1cc(NC(=O)c2cccc(Cl)c2)ccc1NC(=O)c1cccs1,41,-3
CC(C)(C)c1nc(Sc2ncccc2[N+](=O)[O-])n[nH]1,2,4
CCCCOc1ccc(/C=N/NC(=O)C2CCCNC2=O)cc1 (stereo unspecified),-3,6
CSc1ccccc1NC(=O)c1cnc2scc(C)n2c1=O,17,16
CN1CCN(CCOCCOc2c(Cl)cc(Cl)cc2Cl)CC1,-8,3

# Quoted at random: 2 compounds from above.
SMILES,TAG inh,TAG inh DAPI viability
COc1ccc(N2CCN(Cc3cc(=O)oc4ccc5ccccc5c34)CC2)cc1,8,5
Cc1cccc(NC(=O)C2CCN(S(=O)(=O)c3cccc4cccnc34)CC2)n1,-8,-11

# Next section:
SMILES,TAG inh,TAG inh DAPI viability
O=C(COc1ccccc1C(=O)Nc1ccccc1)NCCc1ccccc1,-8,-9
COc1ccc(CN2CCNC(=O)C2CC(=O)NCc2cccc(C)n2)c(OC)c1 (stereo unspecified),10,-1
O=C(CC(NC(=O)C(F)(F)F)c1ccccc1)Nc1nnc(CCc2ccccc2)s1 (stereo unspecified),10,3
Cc1ccc(CN2CCC(n3nccc3NC(=O)c3ccc4c(c3)OCO4)CC2)o1,9,0
CC(C)(C)C(=O)N1CCN(c2c(Cl)cccc2[N+](=O)[O-])CC1,-15,0
COc1ccc(CNC(=O)CSc2nc(-c3ccccc3)cc(-c3cccs3)c2C#N)cc1,10,-5
CCN(CC)S(=O)(=O)c1cccc(-c2nnc(-c3ccc(C)cc3)o2)c1,-17,4
C[C@H](CO)N1C[C@H](C)[C@@H](CN(C)S(=O)(=O)c2ccccc2)Oc2ccc(NC(=O)Cn3cnnn3)cc2C1=O,-14,8
C[C@]12C(=O)N(c3cccc(F)c3)C(=O)N1[C@H]1c3ccccc3OC[C@@H]1[C@H]2c1ccccc1,26,4
COC(=O)C1CCN(C(=O)COC(=O)C2CCN(S(=O)(=O)c3ccc(C)c(C)c3)CC2)CC1,-7,3
O=C(CSc1nc2ccccc2o1)NC1CCS(=O)(=O)C1 (stereo unspecified),-4,-1
COc1ccc([C@H]2CC(=O)C=C(c3ccc(Cl)c(C(F)(F)F)c3)C2)cc1OC,-1,-5
O=c1cc(O)c2c(=O)n(Cc3ccccc3)c3ccccc3c2o1,7,-2
COc1ccccc1CNC(=O)c1ccc(-c2ccccc2Cl)o1,1,8
Cc1ccc(-c2noc(CCC(=O)N3CCCc4ccccc43)n2)cc1,0,4
O=C(NC(=S)NC1CCCCC1)c1ccc(Cl)cc1,-9,-4
CCc1nc2c(OCC(=O)C(C)(C)C)cccn2c1N(C)C(=O)C1CC1,10,-3
COc1ccccc1S(=O)(=O)N1CCN(S(=O)(=O)c2cccs2)CC1,1,-2
O=C(CCc1c[nH]c2ccccc12)OCc1ccc(Br)cc1,7,-1
COCc1cc(CN2CCN(CCCc3ccccc3)C(CCO)C2)ccc1OC (stereo unspecified),-15,1
CCOC(=O)c1nnn2c1nc(N1CCN(C)CC1)c1ccccc12,8,3
COc1cc(/C=N/NC(=O)Nc2ccccc2)ccc1OC(C)=O,13,-1
OCC(CO)c1cnnc2ccccc12,5,6
CCOC(=O)/C=C1/SCC(=O)N1CC(=O)Nc1cccc(F)c1,-12,0
Cc1nccn1CCOc1ccc(Cl)cc1,1,2
SMILES,TAG inh,TAG inh DAPI viability
COC(=O)C1=C(C)N(Cc2ccccc2)C(=O)N[C@H]1c1ccc(Br)cc1,-12,1
O=C(OCc1cc(-c2ccccc2)no1)c1ccc2ccccc2n1,3,7
Cc1cc(NS(=O)(=O)c2ccc(NC(=O)c3ccc(Br)o3)cc2)nc(C)n1,18,-11
Cc1cc(C(=O)NC2CCCc3c2cnn3-c2ccc(C)c(C)c2)n(C)n1 (stereo unspecified),5,-9
CCOc1ccc(-c2nnc(N(CC)C(=O)C3CCC3)s2)cc1,21,-22
CCN(CC)S(=O)(=O)c1cc([N+](=O)[O-])ccc1NNC(=O)Nc1ccc(Cl)c(Cl)c1,-66,5
CC(C)c1ccc(NC(=O)N2CCN(S(=O)(=O)c3ccccc3)CC2)cc1,-12,-1
COC(=O)CSc1nnc(CNc2ccc(F)cc2)o1,6,-12
CC(C)(CNC(=O)c1cccc(S(=O)(=O)Nc2ccc(SC(F)F)cc2)c1)N1CCOCC1,8,10
CCSc1nnc(NC(=O)c2ccc(F)c(S(=O)(=O)N3CCOCC3)c2)s1,9,-8
O=C(O)C1CCCCC1C(=O)Nc1ccc(OCc2ccccc2)cc1 (stereo unspecified),5,3
COc1ccc(C(=O)COc2ccccc2N2C(=O)C3C4C=CC(C4)C3C2=O)cc1 (stereo unspecified),-5,2
O=C(COC(=O)c1ccc(O)cc1)Nc1cc(C(F)(F)F)ccc1N1CCOCC1,-2,-5
Cc1ccc(N2C(=O)N(CC(=O)Nc3ccc(C)c(C)c3[N+](=O)[O-])C(=O)C2C)cc1 (stereo unspecified),-3,10
COc1ccc(C2CC2/C(=N/OC(=O)c2cccs2)c2ccccc2)cc1 (stereo unspecified),-4,-4
CC1CN(C(=S)Nc2ccccc2)N(c2ccccc2)C1 (stereo unspecified),-2,-5
O=C(NCc1cccs1)C1CCCN(S(=O)(=O)c2ccc3c(c2)OCO3)C1 (stereo unspecified),-39,-1
CC(CN1CCOCC1)OC(=O)c1cccs1 (stereo unspecified),11,9
COC(=O)c1ccc(S(=O)(=O)NCc2ccc(OC)cc2)n1C,-7,-8
CCc1nc2ccc(C(=O)NCCC(C)C)cn2c1N(C)Cc1nccs1,11,-3
COc1ccc(OC)c(NC(=O)C2C3CC4OC(=O)C2C4C3)c1 (stereo unspecified),-5,5
Cc1cccc(C(=O)N[C@H](C(=O)NCc2cccs2)C(C)C)c1,7,-18
COc1cccc(NC(=O)c2c(F)cccc2F)c1,4,3
COCCNc1nc(C)cc(-c2cc(C(=O)NC3CCCC3)on2)n1,-4,7
CCn1c(=O)c2cc(C(=O)N3CCN(C)CC3)sc2c2ccccc21,21,31
SMILES,TAG inh,TAG inh DAPI viability
Cn1cnnc1SCC(=O)Nc1ccccc1,-12,0
CCOC(=O)C1(C)CCN1C(=O)c1oc2ccccc2c1C (stereo unspecified),8,-21
O=C(Cn1nc(-c2ccccc2)c2ccccc2c1=O)NN1CCOCC1,10,5
CN(c1ccccc1)S(=O)(=O)c1cc(C(=O)NCCCn2ccnc2)ccc1Cl,3,-3
Nc1nc2c(s1)C(=O)CC(c1ccccc1)C2 (stereo unspecified),20,-10
OCC#CCSc1nnc(-c2ccc(Br)cc2)o1,-23,7
Cc1[nH]n(-c2cccc3ccccc23)c(=O)c1/C=N/c1sc2c(c1C#N)CCC2,-21,13
Cc1nc(C)c(C(=O)OCC(=O)N(C)c2ccccc2)s1,-11,-2
COc1ccc(N=Cc2nc(-c3ccccc3)oc2OC(=O)c2ccccc2)cc1,15,20
O=C(Nc1ccc2ccccc2c1)c1cccnc1,11,-10
O=C1NC(=Nc2cccnc2)S/C1=C/c1ccc(F)cc1,1,-7
COc1ccc(C(=O)Nc2ccc(Cl)cc2F)cc1S(=O)(=O)N1CCCC1,-5,1
Nc1nnc(CSCc2cccc(Br)c2)s1,0,-11
O=S(=O)(c1ccc(NC(=S)N2CCCCC2CO)cc1)N1CCOCC1 (stereo unspecified),3,-11
O=C(NNC(=O)c1ccc(-c2ccccc2)cc1)Nc1ccccc1,0,0
COc1ccc(S(=O)(=O)N2CCC(NC(=O)OCc3c(Cl)cccc3Cl)CC2)cc1,2,13
O=C(Nc1cccc(Cl)c1Cl)c1snnc1-c1ccccc1,-39,20
O=C(NCc1ccncc1)c1c(F)c(F)c(F)c(F)c1F,15,-17
CCOC(=O)Cc1nnc2c(Nc3ccc(Cl)cc3)nc3nonc3n12,0,11
Cn1c(SCc2ccccc2)nnc1-c1ccco1,8,-7
CC(C#Cc1ccc2c(c1)COc1c3ccccc3nn1-2)OC(C)(C)C (stereo unspecified),17,-8
COc1ccc(CNC(=O)C[C@@H]2C[C@H]3c4cc(NC(=O)C5CCC5)ccc4O[C@H]3[C@@H](CO)O2)cc1,0,-5
Cc1ccc(S(=O)(=O)NCCC(=O)NCC(c2cccs2)N2CCOCC2)cc1 (stereo unspecified),6,-3
COc1ccc(CN2C(=O)c3oc4ccccc4c(=O)c3C2c2ccc(O)c(OC)c2)cc1 (stereo unspecified),8,-1
CCOC(=O)c1c(CSc2ccsc2)n(C)c2cc(Br)c(O)c(CN(C)C)c12,6,23

# Part of the list above in order of heavy-atom count, highest first:
SMILES,TAG inh,TAG inh DAPI viability
COc1ccc(CNC(=O)C[C@@H]2C[C@H]3c4cc(NC(=O)C5CCC5)ccc4O[C@H]3[C@@H](CO)O2)cc1,0,-5
COc1ccc(CN2C(=O)c3oc4ccccc4c(=O)c3C2c2ccc(O)c(OC)c2)cc1 (stereo unspecified),8,-1
COc1ccc(S(=O)(=O)N2CCC(NC(=O)OCc3c(Cl)cccc3Cl)CC2)cc1,2,13
CN(c1ccccc1)S(=O)(=O)c1cc(C(=O)NCCCn2ccnc2)ccc1Cl,3,-3
CCOC(=O)c1c(CSc2ccsc2)n(C)c2cc(Br)c(O)c(CN(C)C)c12,6,23
O=C(Cn1nc(-c2ccccc2)c2ccccc2c1=O)NN1CCOCC1,10,5
CC(C#Cc1ccc2c(c1)COc1c3ccccc3nn1-2)OC(C)(C)C (stereo unspecified),17,-8
O=C(NNC(=O)c1ccc(-c2ccccc2)cc1)Nc1ccccc1,0,0
CCOC(=O)C1(C)CCN1C(=O)c1oc2ccccc2c1C (stereo unspecified),8,-21
O=C1NC(=Nc2cccnc2)S/C1=C/c1ccc(F)cc1,1,-7
Cn1c(SCc2ccccc2)nnc1-c1ccco1,8,-7
OCC#CCSc1nnc(-c2ccc(Br)cc2)o1,-23,7
Nc1nc2c(s1)C(=O)CC(c1ccccc1)C2 (stereo unspecified),20,-10
Nc1nnc(CSCc2cccc(Br)c2)s1,0,-11

# Next part
SMILES,TAG inh,TAG inh DAPI viability
O=C(NCC(c1cccnc1)N1CCOCC1)c1cccc(Cl)c1 (stereo unspecified),14,-16
O=C(O)CCCN1C(=O)C2C3CC(C2C1=O)C1C(c2ccccc2)c2sc(=O)n(-c4ccccc4)c2SC31 (stereo unspecified),-19,6
COC(=O)CC1(C(=O)OC)Oc2ccc(Br)cc2C(=O)N1c1cc(Cl)c(Cl)cc1Cl (stereo unspecified),40,-40
CC(=O)c1sc(NC(=O)c2c(F)cccc2F)nc1C,-14,3
Cc1nnc(SCC(=O)c2ccc(Cl)cc2)s1,-10,4
C=CCNCCCCOc1ccc(OCC)cc1,-4,-3
Oc1ccc(/C=N/Nc2cccc(Cl)n2)c(O)c1,-11,-3
Oc1cccnc1Sc1cccc(C(F)(F)F)c1,-5,-1
CN(C)c1nc(Cl)nc(N(C#N)CCOc2ccccc2)n1,4,-4
CCN(CC(=O)NCc1ccc(Cl)cc1)C(=O)CN1C(=O)NC(CC)(c2ccccc2)C1=O (stereo unspecified),-12,0
CC1(c2ccc3ccccc3c2)NC(=O)N(CC(=O)N2CCN(S(=O)(=O)c3ccccc3F)CC2)C1=O (stereo unspecified),6,6
CC(C)NC(=O)C1CCCN(c2nnc(-n3cccc3)s2)C1 (stereo unspecified),8,-12
CCOC(=O)CSc1nc2ccccc2c(=O)n1CC,20,-11
Cc1ccc(C2=CC(=O)C[C@H](c3ccc4c(c3)OCO4)C2)cc1,-12,-3
CN(C)S(=O)(=O)N1CCC(Oc2cccc(C(=O)N3CCCCCCC3)c2)CC1,-31,3
CCN(CC)CCNC(Cc1ccccc1)c1cccc(OC)c1 (stereo unspecified),5,-6
Cc1ccc(S(=O)(=O)N2CCC(=O)N(C(CO)Cc3ccccc3)CC2)cc1 (stereo unspecified),4,-3
COc1ccc(OC)c(S(=O)(=O)N2CCNCC2)c1,3,-7
C/C(N)=C(/C#N)C(=O)CSc1ncnc2ccccc12,-20,17

# An excerpt, so the mix of outcomes need not match the whole.
